# High-throughput results deposited in PubChem BioAssay by National Center for Advancing Translational Sciences (NCATS).
# Chronic BCR inh = blocks chronic active B-cell receptor signaling. ABC-DLBCL IkBa-CBG/CBR reporter, luminescence ratio, 4 h. hit rate 0.05% among 340,000. Potency, µM (series often up to 46.1 µM), for the others: top-dose ratio change, negative = lower green/red ratio, hits mostly inhibitors; active = well fitted inhibition curve with a large enough effect in the signal ratio, with a control signal flat, not every such curve was filed as active; inconclusive = small, poorly fitted or top-dose-only effect, or effect the other way, or a change in a side signal; the % refers to the signal ratio;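 note: potency is the fitted concentration of half-maximal effect; plate controls were basal doxycycline-induced cells for no effect and cells given 10 µM MG132 for full effect; MG132 reads +100%, hits lower the ratio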
#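 Doxycycline induced both beetle luciferases in TMD8 lymphoma cells; IKK-driven degradation limits the IkappaBalpha-fused green signal, while red luminescence normalises for cell number and nonspecific effects. Compounds tested up to 46 uM, 4 hrs.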
# Coupling enz = counter-screen for Giardia aldolase inhibitors: coupling enzyme system; coupling enzyme system counterscreen, AmpLite Red fluorescence; activity change, negative = inhibition, % at 58.2 µM, hits read low; hit rate 0.67% among 290,000; in the data active = activity change below about -30%; note: % is set by controls: 0 for no effect and ±100 for the full control effect
#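 Counterscreen of the coupled detection system alone, without aldolase: glyceraldehyde-3-phosphate coupling enzymes plus AmpLite Red readout. Compounds at 57.5 uM final, 10 min RT preincubation, 20 min RT reaction, fluorescence 525/598 nm.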
# PKM2 act = PKM2 (human) enzyme activation | purified PKM2, Kinase-Glo ATP luminescence, activation; response scale: 0% is enzyme alone, no compound | Potency, µM (series often up to 57.5 µM), for inactives: top-dose activation, actives largely listed as activators | hit rate 0.34% among 260,000 | AID 1631; note: potency is the fitted concentration of half-maximal effect; % is set by controls: 0 for no effect and ±100 for the full control effect; nearly all actives have a fitted effect of over 55% in size
#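 Kinase-Glo luminescence reports ATP generated from ADP (0.1 mM) and PEP (0.5 mM) by purified hPK-M2 after 1 h at room temperature, pH 7.2 imidazole buffer; intermediate enzyme activity allows detecting inhibitors and activators.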
# B2AR arrestin = recruits beta-arrestin to the human beta2-adrenergic receptor. hit rate 0.02% among 330,000. Potency, µM (doses to about 46.1 µM), for the others: at the top dose activation, most hits filed as activators. AID 492947. beta-arrestin recruitment to beta2AR, cell-based reporter;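 note: potency is the fitted concentration of half-maximal effect; 0% = DMSO controls and full agonism = EC100 isoproterenol or metaproterenol; nearly all actives have a fitted effect of over 65% in size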
# PTAP TSG101 blk = blocks PTAP/TSG101 interaction to inhibit HIV-1 budding; Fluorescence polarization, FITC-PTAP peptide / Tsg101 binding; Potency, µM (series often up to 115 µM), for the others: at the highest dose activity change, negative = inhibition, most hits filed as inhibitors; 340,000 tested, under 10 active; AID 493005; active = well fitted inhibition curve with a large enough effect in the main read-out, with a control signal flat, not every such curve was filed as active; inconclusive = small, poorly fitted or top-dose-only effect, or effect the other way, or a change in a side signal; inactive = no such curve, though single readings can be large or run the other way; note: potency is the fitted concentration of half-maximal effect; % of control where 0% means no effect
#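 FP read-out: FITC-PTAP peptide, 50 nM final, binding Tsg101 binding domain, 10 uM final; 20 min, r.t.; 10 mM HEPES pH 7.5, 0.15 M NaCl, 0.01% Tween 20, 3 mM EDTA, 0.1 mM TCEP.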
# S-ASM inh = inhibitors of human secretory acid sphingomyelinase | P17405 | hit rate 0.006% among 340,000 | placental ASM, HMU-PC fluorogenic substrate, 60 min | Potency, µM (highest dose often 57.5 µM), without a hit: top-dose activity change, negative = inhibition, actives largely listed as inhibitors; note: potency is the fitted concentration of half-maximal effect
# Target sequence (P17405 47-631 limits assumed): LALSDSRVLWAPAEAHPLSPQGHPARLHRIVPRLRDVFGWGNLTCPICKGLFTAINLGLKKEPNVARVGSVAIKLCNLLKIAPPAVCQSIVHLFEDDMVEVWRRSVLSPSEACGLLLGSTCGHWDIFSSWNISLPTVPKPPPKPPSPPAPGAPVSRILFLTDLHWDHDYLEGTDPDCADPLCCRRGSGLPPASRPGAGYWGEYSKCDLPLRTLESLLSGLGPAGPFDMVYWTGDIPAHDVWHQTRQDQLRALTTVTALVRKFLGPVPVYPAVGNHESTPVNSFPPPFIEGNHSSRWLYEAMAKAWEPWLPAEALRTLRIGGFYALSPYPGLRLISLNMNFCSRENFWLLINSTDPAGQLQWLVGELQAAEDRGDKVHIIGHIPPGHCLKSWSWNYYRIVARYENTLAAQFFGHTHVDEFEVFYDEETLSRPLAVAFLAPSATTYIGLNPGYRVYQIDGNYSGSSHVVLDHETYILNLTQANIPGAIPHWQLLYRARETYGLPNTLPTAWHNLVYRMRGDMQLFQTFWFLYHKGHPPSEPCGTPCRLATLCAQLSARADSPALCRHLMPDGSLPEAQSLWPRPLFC
#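 Human placenta-derived ASM preincubated with compound 10 min at room temperature, then reacted with 9 uM (final) fluorogenic HMU-PC substrate for 60 min at 37 C. Stop solution raises pH to 10; fluorescence read at Ex 386/Em 447 nm.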
# Tb PFK block = inhibitors of T. brucei phosphofructokinase | Potency, µM (titrated, usually from 57.5 µM), inactives show top-dose activity, negative = inhibition, hits mostly inhibitors | T. brucei PFK, ADP-Glo luminescence | hit rate 0.17% among 330,000;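 note: potency is the fitted concentration of half-maximal effect; 0% = uninhibited 1x PFK enzyme wells and -100% = no-enzyme wells; nearly all actives have a fitted effect of over 60% in size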
# Target sequence (O15648 whole entry, looked up): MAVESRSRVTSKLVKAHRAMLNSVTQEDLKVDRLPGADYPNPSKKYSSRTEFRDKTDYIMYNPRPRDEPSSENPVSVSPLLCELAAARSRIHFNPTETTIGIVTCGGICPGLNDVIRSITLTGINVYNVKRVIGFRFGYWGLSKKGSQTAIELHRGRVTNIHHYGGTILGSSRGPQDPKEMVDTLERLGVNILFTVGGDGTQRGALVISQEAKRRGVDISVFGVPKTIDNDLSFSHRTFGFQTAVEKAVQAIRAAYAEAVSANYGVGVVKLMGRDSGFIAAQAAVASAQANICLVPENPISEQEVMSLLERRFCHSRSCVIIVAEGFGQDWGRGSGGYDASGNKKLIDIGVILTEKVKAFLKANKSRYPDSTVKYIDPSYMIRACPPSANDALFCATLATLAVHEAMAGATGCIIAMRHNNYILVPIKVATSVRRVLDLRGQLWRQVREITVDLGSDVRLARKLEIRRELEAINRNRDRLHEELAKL
#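 Activity is normalized to no-enzyme wells (full inhibition) and 1.25 nM enzyme wells (no inhibition). Reaction: 0.5 mM F6P, 0.1 mM ATP, 45 min RT, ADP-Glo luminescence; concentration-response curves fitted and classed by quality.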
# a7 integrin act = activators of alpha7 integrin expression for muscular dystrophy; alpha7betagal myoblasts, beta-gal FDG fluorescence, 48 h; Potency, µM (doses to about 38.3 µM), for inactives: at the highest dose activation, most hits filed as activators; hit rate 0.064% among 350,000; AID 624291;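 note: potency is the fitted concentration of half-maximal effect; 100% = response of the positive control SU9516; nearly all actives have a fitted effect of over 60% in size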
#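 Alpha7betagal+/- myoblasts (passage 13) were plated 16-24 hr, then exposed to compounds (1:260 dilution of DMSO stock) for 48 hours at 37C. After MPER lysis, β-galactosidase reporter activity was read as FDG fluorescence (ex 480/em 540) after 30 minutes.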
# Menin MLL FP TR = inhibitors of human menin-MLL interaction, mutant MLL peptide. O00255. Menin + Texas Red MLL mutant peptide, fluorescence polarization. Potency, µM (doses to about 61.6 µM), for the others: at the highest dose FP activity change, negative = inhibition, hits mostly inhibitors. hit rate 0.23% among 270,000. AID 1768; active = well fitted inhibition curve with a large enough effect in the polarisation, with a control signal flat, not every such curve was filed as active; inconclusive = small, poorly fitted or top-dose-only effect, or effect the other way, or a change in a side signal; inactive = no such curve, though single readings can be large or run the other way; the % refers to the polarisation; note: potency is the fitted concentration of half-maximal effect; % of control where 0% means no effect; many of its hits are not listed in these tables
# Giardia killer = kills Giardia lamblia | hit rate 0.15% among 340,000 | AID 540267 | Giardia lamblia trophozoite viability | activity change, % at 7.66 µM, hits read low; in the data active = activity change below about -80%; inconclusive = between about -30% and that limit;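 note: parasites exposed to compound for two days anaerobically before the ATP read; % is set by controls: 0 for no effect and ±100 for the full control effect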
#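 Trophozoites 100 cells/well + cpd; 48 hrs, 37 deg C, anaerobic. ATPLite 1-Step added, 15-30 min RT, luminescence read (ATP-based viability).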
# GALK inh = galactokinase (human) inhibition. P51570. Purified GALK, Kinase-Glo residual ATP luminescence. Potency, µM (titrated, usually from 57.5 µM), without a hit: top-dose activity change, negative = inhibition, hits mostly inhibitors. hit rate 0.007% among 270,000. AID 1868; note: potency is the fitted concentration of half-maximal effect; % is set by controls: 0 for no effect and ±100 for the full control effect
#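 The enzyme phosphorylates galactose (100 uM) using ATP (35 uM); inhibition is detected as higher residual ATP, quantified by bioluminescence after 1 h reaction at room temperature, pH 8.0.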
# The depositor's hits bear a star; ? = inconclusive; · = not tested or not shown; [ ] = dose if it differs, or a comment. Unless noted, calls come from the whole dose curve; as a rule, active = well fitted curve in the direction sought with a large enough effect; inconclusive = small, poorly fitted or top-dose-only effect, or another doubt; inactive = no such curve, though single readings can be large; an effect the other way counts as inactive or inconclusive.
SMILES,Chronic BCR inh,Coupling enz,PKM2 act,B2AR arrestin,PTAP TSG101 blk,S-ASM inh,Tb PFK block,a7 integrin act,Menin MLL FP TR,Giardia killer,GALK inh
CCN(CC(=O)NCc1cccs1)C(=O)c1cccc(S(=O)(=O)NC)c1,-6%,·,·,-0.2%,0%,-2%,-4%,-5%,·,-15,·
CCn1ccnc1CNC(=O)CC1C(=O)NCCN1Cc1ccccc1F (centres undefined),-3%,0,-4%,-0.3%,1%,10%,-7%,6%,-5%,6,5%
COCCC(=O)N1CCC(Oc2ccc(C(=O)NCc3ccon3)cc2)CC1,7%,0,0%,-0.6%,-9%,1%,1%,-8%,-14%,17,3%
Cc1ccc(O)c(NC(=O)C2CC(c3cccc(Br)c3)=NO2)c1 (centres undefined),-4%,0,7%,-0.7%,0%,-5%,0%,-26%,-6%,-10,-8%
COC(=O)c1sc(N)c(C(=O)OC)c1COC(=O)CNS(=O)(=O)c1ccc(C)c(C)c1,?,-4,11%,-0.9%,1%,-2%,-2%,37%,1%,-7,0%
O=C(O)CCC(=O)Nc1ccc(N=Nc2ccccc2)cc1,?,10,-2%,0.2%,-2%,0%,5%,-12%,36%[activator],27,-3%
Cc1onc(-c2ccccc2)c1C(=O)N/N=C/c1ccc(O)c([N+](=O)[O-])c1,?,·,·,-0.8%,1%,-1%,3%,?,·,-20,-3%
CCc1ccc(C(C)NC(=O)Cn2cnc3c(=O)n(C)c(=O)n(C)c32)cc1 (centres undefined),-9%,0,1%,0.1%,-1%,6%,3%,18%[7.66 µM],-6%,-10,1%
CC(=O)N1N=C(c2c(-c3ccccc3)c3cc(C)ccc3[nH]c2=O)CC1c1ccco1 (centres undefined),?,0,12%,2.7%,-3%,40%[activator],-1%,-44%,4%,-12,2%
CCCC(=O)Nc1ccc(Cl)c(NC(=O)c2cccnc2Cl)c1,-27%,0,4%,-0.4%,-4%,-2%,2%,10%,5%,-4,0%
O=C(OCc1nc2ccc(Cl)cc2n1CCO)c1ccccc1,-1%,1,2%,-0.5%,-3%,0%,-4%,-12%,-8%,-9,·
Cc1cccc(OCCN2C(=O)c3ccccc3C2=O)c1,-3%,0,1%,-0.7%,0%,-3%,1%,8%,10%,14,0%
O=C(CC(=O)c1ccccc1)Nc1cccnc1,?,0,-19%,-0.1%,-2%,4%,-6%,16%,-5%,-1,-1%
COc1ccc(-c2nc(-c3ccncc3)no2)c(OC)c1,?,-8,-7%[11.5 µM],0.1%,-2%,-2%,-3%,22%,4%,-4,-4%
O=C(NCc1ccccc1)c1ccc(CSc2ccccc2)o1,-1%,0,12%,-0.1%,0%,3%,-6%,15%,?,-13,6%
COc1cc(CNC(=O)C2CC2)ccc1OCc1ccccc1,2%,1,-34%,-0.8%,-6%,-1%,-6%,-11%,0%,2,8%
O=C(CN1C(=O)NC2(CCCc3ccccc32)C1=O)NCc1ccco1 (centres undefined),2%,0,-1%,0.0%,-1%,0%,2%,-24%,-10%,-12,-1%
O=C(CCCc1nc2ccccc2s1)NNC(=O)CCN1CCN(Cc2ccccc2)CC1,?,1,0%,0.0%,-3%,7%,-4%,-6%,20%,-22,-3%
CC(C)c1ccccc1NC(=O)CN1C(=O)c2ccccc2C1=O,?,0,-8%,-1.0%,-1%,2%,-2%,-14%,3%,5,·
COc1cccc(CNS(=O)(=O)c2cc3c(cc2C)NC(=O)CO3)c1,-13%,-3,17%,0.1%,-3%,3%,1%,-18%,17%,-8,·
Nc1nc(SCC(=O)O)[nH]c(=O)c1NC(=O)c1ccco1,-1%,6,-1%,-1.0%,-4%,0%,1%,-23%,19%,-16,4%
COC(=O)C(CCSC)NC(=O)C12CC3CC(CC(C3)C1)C2 (centres undefined),0%,1,9%,-1.5%,-6%,1%,2%,22%,15%,1,0%
CC[C@@H]1C(c2cccc(C)c2)=NN(c2ccccc2)[C@H]1C(=O)N1CCOC1=O,?,-3,·,-0.4%,0%,160%[activator],0%,0%,?,5,·
Cc1cc(C)c(S(=O)(=O)c2cc(F)ccc2C)c(Cl)n1,0%,-1,·,-0.3%,-4%,4%,0%,-11%,3%,-6,·
CC1CCC(NC(=O)CCNS(=O)(=O)c2ccccc2)CC1 (centres undefined),-4%,·,-4%,0.8%,0%,5%,0%,0%,·,-5,-3%
O=C(CN1C(=O)c2cccc3cccc1c23)Nc1ccccc1,1%,2,·,-0.4%,-2%,120%[activator],10%,0%,-17%,7,2%
CCCn1c(C)cc(/C=C(\C#N)C(=O)OCC(=O)Nc2cc(OC)c(OC)c(OC)c2)c1C,-20%,0,14%,0.0%,3%,1%,-15%,17%,-7%,-10,0%
O=C(COc1ccc(Br)cc1)N1CCNC1=O,0%,·,·,0.5%,-1%,0%,2%,16%,·,46[activator],1%
Cc1cccc(N2CCN(C(=O)c3ccc4c(c3)NC(=O)C(CSCc3cccc(F)c3)N4)CC2C)c1 (centres undefined),-13%,·,·,0.2%,-3%,2%,-10%,15%,·,-5,1%
CC(=O)NC(Cc1cccc(C)c1)C(=O)NC1CCN(c2ncccc2[N+](=O)[O-])CC1 (centres undefined),4%,1,-10%,-0.8%,0%,-9%,3%,-6%,14%,?,2%
CC(OC(=O)CCC(=O)c1cccs1)C(=O)NC1CCCCC1C (centres undefined),-5%,·,·,0.2%,0%,4%,-2%,16%,·,30[activator],·
CC1(NC(=O)Cc2c(Cl)cccc2Cl)CCS(=O)(=O)C1 (centres undefined),1%,·,·,7.5%,0%,-2%,1%,17%,·,-14,·
Cc1ccccc1NS(=O)(=O)c1ccc2[nH]cc(C(=O)N(C)Cc3ccco3)c(=O)c2c1,?,-22,?,-0.5%,-9%,-3%,-1%,-10%,?,20,0%
COc1ccc(/C=C/C(=O)Nc2cccc(C(C)=O)c2)cc1,?,-12,-8%,-0.4%,0%,0%,-5%,1%,4%,17,3%
O=C(NC1CCCC1)c1ccc(Cl)c(S(=O)(=O)N2CCCCC2)c1,4%,1,·,0.1%,-7%,3%,-6%,-40%,-3%,-8,0%
COc1ccc(S(=O)(=O)N2CCOCC2)cc1NC(=O)CSc1nnc(NC2CC2)s1,-2%,·,·,-0.4%,-5%,-1%,-1%,-23%,·,-11,·
O=C(O)c1cccc(N/N=C/c2ccc(-c3ccccc3)cc2)c1,?,7,-6%,0.5%,-3%,2%,-2%,4%,?,-27,5%
O=C(c1cnn(C(=O)COc2ccc(Cl)cc2)c1)c1ccccc1O,-4%,-11,3%,-0.8%,-1%,6%,-5%,28%,7%,-17,0%
O=C1c2ccccc2C2(c3ccccc3)NCCN12 (centres undefined),-16%,-1,5%,-0.3%,-7%,4%,2%,21%,15%,3,6%
Cc1ccc(CNC(=O)CCS(=O)(=O)c2cc3c(cc2C)NC(=O)CO3)cc1,5%,-1,-1%,-0.4%,-1%,-1%,0%,-18%,0%,-1,·
c1cncc(Nc2nc(-c3ccncc3)cs2)c1,-8%,1,-6%,0.4%,-5%,-2%,0%,-9%,6%,-8,4%
CC1C=CCC2C(=O)N(c3cccc(C(=O)NCc4ccccc4)c3)C(=O)C12 (centres undefined),2%,3,·,-0.1%,-4%,0%,-2%,?,34%[activator],2,-1%
CC(C)(C)N1C(=O)[C@H]2[C@@H](c3ccc(Br)cc3)N3C(=O)N(c4cccc(F)c4)C(=O)[C@@]3(Cc3ccccc3)[C@H]2C1=O,-2%,·,·,0.4%,-8%,1%,0%,4%,·,4,·
COc1ccc(CN2C(=O)c3cccnc3C2=O)cc1S(=O)(=O)N1CCCCC1,0%,·,·,0.0%,1%,8%,-8%,2%,·,-2,-7%
O=C(Nc1nc(-c2cc(F)ccc2F)cs1)c1cccc(N2C(=O)CCC2=O)c1,?,·,·,-0.3%,-2%,-6%,9%,19%,·,-13,·
CS(=O)(=O)N1CCC(C(=O)Nc2ccccc2F)CC1,9%,0,-3%,0.0%,-6%,4%,-3%,27%,-3%,-1,0%
Cc1cccc(CN(C)CCc2ccccn2)c1,-12%,-2,0%,0.2%,-3%,3%,-1%,10%,-10%,5,-2%

# A portion of the library; count on the stated rates, not on these rows.
